# HIF-2a block: HIF-2a inhibition; 786-0 RCC cells HIF-2a reporter, luciferase luminescence, overnight; inhibition, % at 18.8 µM; actives 0.72% (n = 360,000);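 active = inhibition of the luminescence signal of 40% or more relative to plate controls, in a single-dose primary screen at 18.75 µM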
# NR2E3 ag-1: agonists of human NR2E3 nuclear receptor; Q9Y5X4; CHO-S Gal4-NCOR/VP16-NR2E3 two-hybrid, luciferase; inhibition of corepressor binding, % at 3.98 µM; actives 0.35% (n = 360,000); AID 602229;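 active = inhibition above the mean of all tested compounds plus 3 SD, cut at about 70% in these data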;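 note: 0% = DMSO with NR2E3 transfected cells and 100% = cells lacking NR2E3 construct; higher means lower luciferase signal from less NR2E3 corepressor binding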
# Target sequence (Q9Y5X4 whole entry, looked up, the tested form may be a part): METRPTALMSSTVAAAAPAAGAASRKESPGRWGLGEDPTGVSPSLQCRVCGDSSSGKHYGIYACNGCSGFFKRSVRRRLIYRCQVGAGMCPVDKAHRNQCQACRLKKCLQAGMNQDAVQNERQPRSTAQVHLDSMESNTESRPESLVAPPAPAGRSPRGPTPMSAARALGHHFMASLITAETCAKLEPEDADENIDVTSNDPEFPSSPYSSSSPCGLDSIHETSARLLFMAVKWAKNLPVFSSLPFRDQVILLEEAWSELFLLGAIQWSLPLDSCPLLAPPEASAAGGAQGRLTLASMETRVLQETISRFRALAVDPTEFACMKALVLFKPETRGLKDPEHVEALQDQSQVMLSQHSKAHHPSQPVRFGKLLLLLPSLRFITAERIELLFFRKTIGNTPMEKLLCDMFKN
# TWEAK-Fn14 inh: inhibitors of TWEAK-Fn14 interaction signaling. actives 2% (n = 360,000). inhibition, % at 10 µM. TWEAK-stimulated Fn14 reporter cells, luciferase luminescence, 8 h; in the data active = inhibition above about 50%
# Peg3 promoter: Peg3 promoter activity inhibition. HeLa PEG-Prom luciferase reporter, luminescence, overnight. AID 588405. actives 1.7% (n = 360,000). inhibition, % at 20 µM;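 active = inhibition of at least 50% at 20 µM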
# NR2E3 ag-2: activates human photoreceptor nuclear receptor NR2E3; Q9Y5X4; inhibition of corepressor binding, % at 4.78 µM; actives 0.12% (n = 320,000); AID 2300; GST-NR2E3/biotin-RetCOR TR-FRET, 1536-well;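 active = percent inhibition above the cutoff of mean plus 3 SD of all tested compounds, set per screening campaign, cut at about 20% in these data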;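 note: 0% = DMSO wells and 100% = biotin wells as full block of FRET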
#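 Format: 1536-well format; test system: GST-NR2E3 and biotin-RetCOR proteins; read-out basis: percent inhibition of TR-FRET ratio; timing: 5 h incubation at 4 °C; detection: time-resolved FRET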
# TRPM1 prom inh: MITF TRPM1 promoter inhibition in SK-MEL-5 cells | SK-MEL-5 TRPM1 promoter luciferase, 24 h | actives 0.83% (n = 330,000) | inhibition, % at 12.5 µM | AID 488899;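 active = mean inhibition across replicates of 60% or more, whatever share of single replicates reaches that level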; note: values of inactives mirror those of a sister screen read the other way
# aDG glyco act: alpha-DG glycosylation activation; actives 0.22% (n = 360,000); Pro5-aDG cells, alpha-DG glycosylation AlphaScreen (IIH6); 0% Pro5, 100% B10-LARGE cell signal; activation, % at 10 µM;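 active = activation of at least 8% versus controls, or a plate z-score of at least 8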;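 note: Pro5 are CHO cells carrying HIG-tagged alpha-DG that lacks glycosylation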
# iPSC survival up: increases survival of single human iPS cells; hiPSC single-cell survival, ATPlite luminescence; 100% = ROCK inhibitor wells, 0% = DMSO; survival enhancement, % at 20 µM; actives 0.044% (n = 360,000); in the data active = survival enhancement above about 18%;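 note: cells exposed to compounds for 16 hours before the ATP read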
# KKLEB tox: counter-screen for CF NF-kB inhibitors: cytotoxicity. KKLEB CF airway cells viability, ATPlite luminescence, overnight; hits give low values; cells stimulated with P. aeruginosa culture filtrate. actives 0.36% (n = 360,000). activity change (cytotoxicity), % at 5 µM;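 active = corrected activity change at or below -50% at 5 µM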
# CF NFkB block: blocks PAF-induced NF-kB reporter in cystic fibrosis cells; KKLEB NF-kB-GFP reporter, GFP fluorescence overnight; inhibition, % at 5 µM; actives 0.86% (n = 360,000);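 active = at least 50% inhibition at 5 µM, scaled per plate between neutral and stimulator controls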;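 note: PAF is a Pseudomonas aeruginosa culture filtrate used as stimulus; plate controls were PAF-stimulated DMSO wells for no effect and unstimulated DMSO wells for full effect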
# Shn3 3UTR inh: reduces Shn3 3'UTR luciferase signal in osteoblasts; Clone20 osteoblast Shn3 3'UTR firefly luciferase, 24 h; inhibition, % at 12.5 µM; actives 0.52% (n = 360,000);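 active = mean inhibition of at least 75% with every replicate also reaching 75%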;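 note: 0% = median of neutral control wells and 100% = pilot-screen positive control compound; some compounds past the cut are filed as inactive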
# * hit, by the source's call; . = no result given. Only part of the results is shown; count on the stated rates, not on these rows.
SMILES,HIF-2a block,NR2E3 ag-1,TWEAK-Fn14 inh,Peg3 promoter,NR2E3 ag-2,TRPM1 prom inh,aDG glyco act,iPSC survival up,KKLEB tox,CF NFkB block,Shn3 3UTR inh
Cc1cccc(CN2CCN(c3ccc(Cl)cc3)CC2)c1,10,3,10,11,2,-13,0.2,0.6,-1,-4,13
Cc1nn(CC(C)C)c(Cl)c1C(=O)NC1CCCCC1,-64,-29,-13,-67,.,-12,0.1,2.9,14,-10,-13
Cc1cc(OCC(=O)NC(Cc2ccc(Cl)cc2)C(=O)O)c2c3c(c(=O)oc2c1)CCCC3 (configuration not stated),5,3,-9,-1,2,5,0.0,0.4,-17,27,5
COc1ccc(OC)c(-n2c(O)c(C=NCCN3CCNCC3)c(=O)[nH]c2=S)c1,10,-47,15,-16,-3,0,-0.1,-0.4,-8,5,-9
COc1cccc(C(=O)N2C[C@H]3C[C@@H](C2)c2cccc(=O)n2C3)c1,2,10,-8,-3,1,5,0.0,0.3,17,-12,16
Cc1ccc(CN(Cc2ccccc2)C(=S)NCC(=O)N2CCC3(CC2)OCCO3)o1,12,-26,17,1,0,0,-0.2,0.7,9,-5,-21
CCCCn1c(=O)c(C(=O)Nc2ncccc2C)c(O)c2ccccc21,13,-33,7,22,5,29,0.4,-0.6,6,0,1
CCN(CC)c1ccc(N=Cc2c(O)n(-c3ccc(Cl)cc3)c(=O)[nH]c2=O)cc1,7,-2,19,6,1,-3,-0.3,-1.0,-11,-5,11
CC(=O)c1c(C)n(Cc2ccccc2)c2ccc(O)cc12,11,-39,24,16,-5,1,0.1,-0.4,-8,41,4
c1ccc2sc(C3CCCNC3)nc2c1 (configuration not stated),-95,-36,-1,-95,-1,-21,0.0,4.5,4,-9,-34
Cc1ccc(-n2c(O)c(/C=N/N3CCCCCC3)c(=O)[nH]c2=O)cc1C,2,2,10,14,1,.,-0.1,-0.3,10,-2,10
Fc1ccc(CCNCc2ccc(Cl)c(Cl)c2)cc1,8,14,-24,13,2,-5,-0.1,2.1,-6,7,12
C[C@]12CCC(OC(=O)CCC(=O)O)CC1=CCC1C2CC[C@]2(C)C(=O)CCC12 (some centres not stated),18,-18,-12,4,-1,-12,-0.1,-0.1,2,18,1
CCCCC(=O)C1C(=O)NC(=O)NC1=O,20,1,5,-4,1,-3,-0.1,-1.9,4,0,10
O=C1NC(=O)N(Cc2ccccc2)C(=O)/C1=C/c1cnc(-c2ccccc2)nc1,-35,-62,-23,-29,3,-7,0.0,-0.7,7,-6,2
CNC(C(=O)c1ccccc1)C(OC)c1ccc(C)cc1 (configuration not stated),-28,-10,-2,-9,-2,-1,0.1,0.4,1,5,0
COC(=O)C1=C(c2cccc(OCc3ccccc3)c2)C[C@@H]2CC[C@H]1N2C(=O)NCc1ccc(Cl)cc1,7,17,28,24,3,.,0.3,1.3,-21,9,5
CCOc1cc(-c2nc3c(C)cccn3c2NCC2CCCO2)ccc1O (configuration not stated),4,-3,8,15,0,7,-0.2,5.1,-1,-21,0
COc1ccccc1NC(=O)COC(=O)c1cn(C)c2ccccc12,-5,3,8,5,2,-1,0.0,4.5,4,-20,22
O=c1[nH]c(=O)n(CCC2=CCCCC2)c(O)c1/C=N/Nc1ccccc1,7,10,2,25,3,0,0.4,1.2,-7,16,24
Cc1ccc(-c2nc3ccccc3c(=O)n2-c2cc(C)ccn2)cc1,-37,-42,-3,-74,-4,-20,-0.2,-1.1,-22,-16,-28
COc1cc(OC)c(OC)cc1CNCCc1cccc(F)c1,18,-26,9,3,1,2,0.0,-0.5,3,-8,4
COc1ccc(-n2c(-c3ccccc3Br)nc3ccccc3c2=O)cc1,13,4,14,11,-2,11,-0.1,-0.4,-9,10,23
CC(C)CCn1c(=O)c(C(=O)NCc2ccco2)c(O)c2ccccc21,24,-1,1,14,4,9,0.2,-0.4,1,2,10
N#CC1c2ccccc2C=CN1C(=O)c1ccc(N(CCCl)CCCl)cc1 (configuration not stated),10,15,-33,20,.,.,2.5,-0.9,3,-17,33
COC(=O)C1=C(c2c(C)noc2C)C[C@@H]2CC[C@H]1N2C(=O)NCCOc1ccccc1Cl,1,3,10,7,2,-3,-0.1,2.4,-19,24,10
Cn1c(N2CCNCC2)nc2ccccc21,17,-6,-6,9,5,1,0.0,-3.2,6,5,-3
Clc1cc(Cl)cc(NC2=NCCS2)c1,1,-35,8,3,1,-4,0.2,-0.3,-3,1,0
CCN1CCN(c2ccc(N)cc2)CC1,14,2,2,-2,1,7,0.0,-0.4,4,5,3
COc1ccc(CCn2c(O)c(C=Nc3ccc(NC(C)=O)cc3)c(=O)[nH]c2=O)cc1OC,8,7,-10,7,-7,-4,-0.1,8.1,-15,18,7
CC1=C(C/C(C)=C/c2ccccc2)/C(=C/CO)[C@H](O)[C@](C)(O)C12CC2,3,-1,18,13,2,-1,-0.1,-2.3,1,7,11
COCCNC(=O)c1c(NC(=O)c2ccc(Br)o2)n(Cc2ccccc2)c2nc3ccccc3nc12,2,-6,58*,23,23*,7,0.4,-0.6,-8,-13,-3
CN1CCN(c2nc(N)c(Br)c(Cl)n2)CC1,-24,-31,6,-22,-1,-5,-0.1,0.3,8,-12,-2
CS(=O)(=O)c1ccc(C2=C(CNC(=O)c3cccs3)[C@H]3CC[C@@H](C2)N3Cc2ccco2)cc1,9,-16,17,10,.,.,0.5,-4.2,-5,4,-34
O=C(Nc1ccccc1)N1Cc2ccccc2-n2nncc2C1,0,-23,-8,-7,.,-16,-0.1,-0.8,-1,8,-1
O=C1NC(=O)N(c2ccc(F)cc2)C(=O)/C1=C/c1ccsc1,9,-4,21,-4,0,-14,0.0,-0.1,4,3,10
C=CCn1c(O)c(C(C)=Nc2ccc3c(c2)CCC3)c(=O)[nH]c1=O,-11,-27,3,-8,1,3,-0.1,-0.7,1,-15,11
COc1ccc(C(c2nnnn2C2CCCCC2)N2CCC3(CC2)C(=O)NCN3c2ccccc2)cc1 (configuration not stated),-5,-31,3,27,.,.,-0.1,1.5,-36,20,-14
O=C(/C=C/c1ccc(F)cc1)NC(=S)N1C[C@H]2C[C@H](C1)c1cccc(=O)n1C2,-1,14,-7,-3,0,.,-0.4,0.7,4,-29,7
COc1ccc(NC(=O)[C@@H](NC(=O)N2C[C@H]3C[C@@H](C2)c2cccc(=O)n2C3)C(C)C)cc1,-32,-5,0,-22,-1,.,-0.3,-0.4,7,-3,1
C1CC2NCCC3NCCC(N1)N32 (configuration not stated),13,-44,5,5,-3,-14,0.2,-0.2,21,-9,-15
COc1cccc(OCc2cc(C(=O)N3C[C@H]4C[C@@H](C3)c3cccc(=O)n3C4)no2)c1,-238,-102,-16,-316,.,-108,-0.2,0.0,6,-1,-95
COc1ccccc1N1CCN(Cc2ccccc2)CC1,14,7,-7,10,-1,4,-0.1,0.0,4,2,-5
CC(C)c1ccc(-n2c(O)c(C=NC(CCS(C)=O)C(=O)O)c(=O)[nH]c2=S)cc1 (configuration not stated),-2,-7,8,-4,6,-6,0.2,0.2,-1,27,-3
O=c1[nH]c(=S)n(-c2ccccc2)c(O)c1C=NCCN1CCNCC1,21,-10,4,14,.,6,-0.1,-0.8,0,-9,-18
CCN(CC)C(=O)c1ccc(NC(=O)c2cccc(S(=O)(=O)N3CCN(Cc4ccccc4)CC3)c2)cc1,19,57,14,7,-2,40,2.1,0.1,-12,20,80
CC(=O)c1cccc(NC2=NCC(C)S2)c1 (configuration not stated),-26,-27,-12,-35,4,-1,0.0,1.5,-4,29,-1
O=C(CN1CCCCC1)Nc1ccc(Br)cc1C(=O)c1ccccc1Cl,3,-9,2,9,4,2,-0.1,-0.2,-5,-4,13
CCOC(=O)c1cn2nc(OP(=S)(OCC)OCC)cc2nc1C,-5,-28,4,0,2,-8,0.0,0.6,4,-4,7
O=C1NCN(c2ccccc2)C12CCN(C(c1ccnc3ccccc13)c1nnnn1C1CCCCC1)CC2 (configuration not stated),21,-5,10,11,.,.,-0.1,-1.3,-27,22,2
# (more compounds)
SMILES,HIF-2a block,NR2E3 ag-1,TWEAK-Fn14 inh,Peg3 promoter,NR2E3 ag-2,TRPM1 prom inh,aDG glyco act,iPSC survival up,KKLEB tox,CF NFkB block,Shn3 3UTR inh
CC1C2Cn3c(nc4ccccc43)C1N(C)O2 (configuration not stated),7,7,1,-3,-1,2,0.3,-1.5,-13,6,-12
Cc1ccc(-n2c(-c3ccc([N+](=O)[O-])cc3)nc3ccccc3c2=O)cc1,11,-80,22,3,3,13,-0.1,1.8,4,-14,10
CCN1CCN(C(=O)COc2ccc(S(=O)(=O)N3CCOCC3)cc2C)CC1,2,-10,30,-4,4,0,-0.1,-0.5,-3,16,7
OC(c1ccccc1)(c1ccccc1)C1CCCN1 (configuration not stated),-4,8,4,4,1,1,0.0,-0.4,11,7,-7
CCCCn1c(O)c(C(CC)=NCc2ccc(F)cc2)c(=O)[nH]c1=O,31,6,32,16,0,5,1.1,0.0,-9,-4,44
O=S(=O)(c1ccccc1)N1CN2CCN(C2)C1,13,-6,0,18,-2,1,0.0,-2.8,1,3,3
Cc1ccc(Cn2nnnc2CN2CCC(n3nnc4cc(C(F)(F)F)ccc43)CC2)cc1,-56,-11,-33,7,0,-3,0.7,-1.3,-30,18,-3
Cc1c(NP(=S)(C(C)(C)C)C(C)(C)C)c(=O)n(-c2ccccc2)n1C,19,-10,11,20,3,-3,0.3,0.1,14,-14,10
Fc1ccc2c(c1)nnn2C1CCN(Cc2nnnn2C2CCCCC2)CC1,18,-24,-5,8,4,-1,0.1,1.9,-6,-6,5
CN1CCN(Cc2ccc(OC(F)(F)F)cc2)CC1,5,-4,4,1,1,0,-0.1,-2.7,-1,2,4
CCC(=NCC1CCCO1)c1c(O)n(-c2ccc(Cl)cc2)c(=O)[nH]c1=O (configuration not stated),18,3,10,1,-1,7,0.0,-2.6,4,-5,0
CC(=O)O[C@@]12CO[C@@H]1C[C@H](OC1OCC(O)C(O)C1O)[C@@]1(C)C(=O)[C@H](O)C3=C(C)[C@@H](OC(=O)[C@H](O)[C@@H](NC(=O)c4ccccc4)c4ccccc4)C[C@@](O)([C@@H](OC(=O)c4ccccc4)C12)C3(C)C (some centres not stated),-9,17,2,23,1,.,-0.1,-0.7,-4,2,15

# Full records as entered above. Order of values: HIF-2a block, NR2E3 ag-1, TWEAK-Fn14 inh, Peg3 promoter, NR2E3 ag-2, TRPM1 prom inh, aDG glyco act, iPSC survival up, KKLEB tox, CF NFkB block, Shn3 3UTR inh
# Entry for `C[C@]12CCC(OC(=O)CCC(=O)O)CC1=CCC1C2CC[C@]2(C)C(=O)CCC12` (some centres not stated) : 18, -18, -12, 4, -1, -12, -0.1, -0.1, 2, 18, 1
# Entry for `O=c1[nH]c(=O)n(CCC2=CCCCC2)c(O)c1/C=N/Nc1ccccc1` : 7, 10, 2, 25, 3, 0, 0.4, 1.2, -7, 16, 24

# Compound activity from PubChem BioAssay.
